SR-BI HDL uptake: inhibitors of mouse SR-BI mediated HDL lipid uptake | Q61009 | ldlA[mSR-BI] CHO cells, DiI-HDL uptake fluorescence, 3 h | inhibition, % at 12.5 µM | hit rate 0.96% among 320,000 | AID 488896;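 active = mean replicate inhibition of at least 70% and a set share of replicates each scoring 70 or more; inconclusive = meets just one of the two criteria; inactive = fails both criteria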;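 note: 0% = median of neutral control wells and 100% = median of positive control wells; values of inactives mirror those of a sister screen read the other way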
Target sequence (Q61009 whole entry, looked up): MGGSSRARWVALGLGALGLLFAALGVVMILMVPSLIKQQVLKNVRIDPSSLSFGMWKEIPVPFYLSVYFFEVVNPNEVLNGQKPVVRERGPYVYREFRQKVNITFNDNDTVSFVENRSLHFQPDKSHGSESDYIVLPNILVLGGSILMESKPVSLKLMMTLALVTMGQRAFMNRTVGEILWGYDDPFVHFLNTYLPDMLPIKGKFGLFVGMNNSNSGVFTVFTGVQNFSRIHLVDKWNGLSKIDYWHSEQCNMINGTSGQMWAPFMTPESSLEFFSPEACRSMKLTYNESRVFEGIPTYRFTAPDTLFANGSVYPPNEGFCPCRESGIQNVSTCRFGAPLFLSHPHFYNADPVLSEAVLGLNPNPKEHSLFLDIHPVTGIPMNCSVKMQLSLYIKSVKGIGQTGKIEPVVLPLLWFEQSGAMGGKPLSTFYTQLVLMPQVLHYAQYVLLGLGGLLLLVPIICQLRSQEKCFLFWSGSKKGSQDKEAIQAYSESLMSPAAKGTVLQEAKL
MITF TRPM1 HTS: increases MITF-driven TRPM1 promoter luciferase signal; SK-MEL-5 TRPM1-promoter luciferase, 24 h; % of positive control, neutral wells = 0; activation, % at 12.5 µM; hit rate 0.75% among 300,000;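 active = mean activation of at least 80% with every replicate also reaching 80%; inconclusive = mean reaches 80% but some replicate falls short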;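 note: 0% = neutral control wells and 100% = parthenolide positive control wells; values of inactives mirror those of a sister screen read the other way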
Wnt act: activates Wnt/beta-catenin signaling in a reporter cell assay | activator, plate reader | activation, % at 9.35 µM | hit rate 1.2% among 300,000 | AID 743398; in the data active = activation above about 30%, passing the limit was not always enough; inconclusive = no clear call, values can overlap the other calls;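 note: 0% = neutral control wells and 100% = positive control wells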
HTR5A ag ctr: activates human HTR5A in OPRM1-OPRD1 agonist counter-screen | P47898 | HTR5A agonist assay, luminescence, cell-based | activation, % at 9.3 µM | hit rate 0.61% among 340,000; in the data active = activation mostly above about 9.5%, no sharp cut-off; inactive = mostly below about 7.6%;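 note: 0% = cells with vehicle only and 100% = reference agonist; strong numbers were not always called active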
Target sequence (P47898 whole entry, looked up): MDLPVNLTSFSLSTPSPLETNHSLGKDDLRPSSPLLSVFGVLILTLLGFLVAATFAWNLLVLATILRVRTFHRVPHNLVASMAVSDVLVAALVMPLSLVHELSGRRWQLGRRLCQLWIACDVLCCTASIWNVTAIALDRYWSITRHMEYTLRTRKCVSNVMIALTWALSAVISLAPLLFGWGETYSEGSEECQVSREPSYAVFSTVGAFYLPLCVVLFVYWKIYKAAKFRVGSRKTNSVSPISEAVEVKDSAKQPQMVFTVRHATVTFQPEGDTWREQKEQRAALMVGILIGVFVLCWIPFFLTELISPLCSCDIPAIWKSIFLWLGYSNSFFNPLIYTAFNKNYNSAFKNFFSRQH
RTF Ca sens act: cardiac RTF calcium sensitization; activation, % at 7.2 µM; IANBD-labeled TnC RTF fluorescence at EC20 calcium; 0% EC20 calcium, 100% full calcium; AID 493008; hit rate 0.24% among 340,000;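 active = activation above the mean over all tested compounds plus 3 SD, cut at about 30% in these data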;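 note: rise in fluorescence read as greater calcium sensitivity of cardiac thin filaments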
dFosB act: mouse delta FosB homodimer activation | activation, % at 25 µM | AID 493131 | P13346 | purified delta FosB, TAMRA-CDK5 oligo fluorescence polarization; percent of positive-control signal above neutral wells | hit rate 0.99% among 340,000;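 active = mean activation above about 17%, with every replicate also reaching it, limit read from the data, passing the limit was not always enough; inconclusive = only one of the two conditions met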;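 note: fluorescence polarization rise as delta FosB binds a TAMRA Cdk5 AP-1 oligo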
Rtt109 HAT inh: inhibitors of Candida albicans Rtt109/Vps75 histone acetyltransferase | purified Rtt109/Vps75, ThioGlo CoA-SH fluorescence, 4 h | hit rate 0.16% among 330,000 | AID 540336 | Q5AAJ8 | inhibition, % at 34.9 µM;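 active = inhibition of at least 50% in every replicate; inconclusive = best replicate reaches 50% inhibition but some replicates fall short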
PvdQ acylase: P. aeruginosa PvdQ acylase inhibition; purified PvdQ acylase, fluorescence plate reader; inhibition, % at 10 µM; hit rate 0.063% among 340,000; AID 488965; in the data active = inhibition above about 30%, passing the limit was not always enough; inconclusive = no clear call, values can overlap the other calls;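 note: 0% = vehicle neutral wells and 100% = reference inhibitor wells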
CDK5 inh: inhibitors of human CDK5/p35 kinase; Q00535+Q15078; Recombinant CDK5/p35, ADP-Glo luminescence, 60 min; inhibition, % at 10 µM; hit rate 0.01% among 330,000; AID 488839;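 active = highest replicate inhibition of at least 50% and at least 75% of replicates reaching 50%; inconclusive = only one of the two criteria met; inactive = both criteria failed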;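 note: plate controls were DMSO neutral control for no effect and GW8510 at 10 µM for full effect; many of its hits are not listed in these tables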
SR-BI uptake up: enhances SR-BI lipid uptake from DiI-HDL; CHO ldlA[mSR-BI] cells, DiI-HDL uptake fluorescence, 3 h; 100 = double the neutral-control signal; activation, % at 12.5 µM; hit rate 0.096% among 320,000;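 active = mean replicate activation of at least 60% and every replicate at or above 60%; inconclusive = mean or all-replicate condition met, but not both; inactive = mean below 60% and not all replicates reaching 60%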;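 note: 0% = median plate neutral-control signal and 100% = twice that signal; values of inactives mirror those of a sister screen read the other way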
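Test system: SR-BI-overexpressing, LDLR-lacking CHO cells; Medium: Ham's F12 with 0.5% BSA, HEPES 25 mM, pH 7.4; Schedule: 3 h, 37 °C; Technique: bottom-read fluorescence, 550/595 nm.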
* = called active by the depositor; ? = inconclusive; nt = no result given.

SMILES	SR-BI HDL uptake	MITF TRPM1 HTS	Wnt act	HTR5A ag ctr	RTF Ca sens act	dFosB act	Rtt109 HAT inh	PvdQ acylase	CDK5 inh	SR-BI uptake up
Nc1c(C(=O)c2ccc(Cl)cc2)sc2nc3c(cc12)CCC3	5.2	152.5*	-3.1	5.6	10.7	-5.5	-0.2	-9.2	0.0	-5.2
CC(C)c1ccc(N(C)C(=O)Cc2c(C(=O)O)n(C)c3ccccc23)cc1	-31.5	7.5	-3.5	4.8	-18.6	-4.9	-1.7	-12.5	-0.6	31.5
CC1(C)Cc2c(C#N)c(N3CCCC3)nc(-c3ccco3)c2CO1	nt	-14.4	-5.7	3.4	0.6	-9.4	-29.4	-9.2	-0.3	nt
COc1cc(/C=C2/SC(=S)N(CCC(=O)Nc3ccccc3)C2=O)cc(OC)c1OC	48.1	21.3	-2.8	-6.4	17.3	8.5	0.4	-11.2	-0.6	-48.1
CCNC(=O)C(Cc1ccccc1)NC(=O)OCc1ccccc1 (stereo not drawn)	-7.6	8.7	-0.9	nt	nt	-1.0	-5.5	-11.8	1.6	21.3
Cc1ccc(-n2c(Cc3cccn3C)nnc2SCC(=O)NC2CCCCC2)cc1	15.2	-4.6	nt	-0.1	0.4	5.9	8.1	6.7	1.0	-15.2
Cc1ccc(-c2nnn(CC(=O)Nc3cccc4c3CCCC4)n2)o1	-2.3	-6.0	-2.5	0.7	-1.5	-1.0	-8.1	1.1	-0.8	2.3
COc1cc(CCC(=O)OCC(=O)Nc2ccccc2F)cc(OC)c1OC	nt	4.4	-0.3	1.9	-3.6	-3.2	-15.4	-10.7	-1.6	nt
Cc1cc(S(=O)(=O)N2CCOCC2)ccc1OCC(=O)Nc1cccc(C(F)(F)F)c1	35.5	13.9	-2.7	-4.1	-3.4	-6.3	-1.8	-7.5	0.1	-35.5
CC(Oc1cc2oc(=O)c3c(c2cc1Cl)CCCC3)C(=O)NCC1CCC(C(=O)O)CC1 (stereo not drawn)	-9.6	7.8	-3.1	-1.0	-0.3	3.4	7.0	-14.1	-1.3	9.6
COc1ccc(CCNS(=O)(=O)c2c(C)nc3scc(C)n3c2=O)cc1OC	-6.2	3.4	-1.2	-2.8	-4.5	2.5	1.8	2.6	-0.4	6.2
S=c1nc(-c2ccccc2)n(CCCn2ccnc2)c2c1CCCC2	-16.4	nt	-4.7	-2.4	10.5	-0.2	-4.0	-0.9	-0.9	16.4
CC(C)CN(C(=O)Cn1c(=O)cnc2ccccc21)C1CCS(=O)(=O)C1 (stereo not drawn)	-40.9	2.8	5.2	3.9	-2.7	-1.8	3.2	-13.1	-3.9	40.9
Cc1ccccc1C(=O)NCCNC(=O)c1ccco1	nt	0.1	-0.2	-2.4	-9.7	3.3	50.6*	1.8	-3.2	nt
COc1ccc(N2CCN(S(=O)(=O)c3cccc4cccnc34)CC2)cc1	-13.7	-3.8	-4.8	1.0	7.1	-2.6	-9.6	-21.6	-1.7	13.7
O=C(CCc1nc(-c2ccc(Cl)cc2)no1)NCC1CCCO1 (stereo not drawn)	7.3	3.6	-1.3	3.0	1.2	-0.6	3.1	-7.0	0.5	-7.3
O=C(CSc1ncnc2c1oc1ccccc12)Nc1nc2ccccc2s1	-5.6	-10.0	-1.5	4.1	4.5	33.3*	-5.7	-6.0	-0.5	5.6
CC1=NN(C(C#N)c2ccccc2C)C(c2ccccc2)C1 (stereo not drawn)	0.2	nt	-1.2	-0.6	3.9	-4.8	0.5	-17.4	-6.6	-0.2
COc1ccc(CNC(=S)Nc2cccc(F)c2)cc1	7.1	-7.2	-0.8	1.6	-2.4	-0.7	-9.0	-14.8	0.3	-7.1
O=C1NC2(Nc3ccccc31)C(=O)Nc1ccc(Br)cc12 (stereo not drawn)	3.1	-0.4	0.4	4.7	3.0	-15.8	1.6	-6.5	0.7	-3.1
COc1ccc(OCC(=O)NNC(=O)c2cccs2)cc1	-20.2	-5.4	nt	0.5	-1.9	-1.6	-1.1	-11.0	-1.4	20.2
Cc1ccc(N2C(N)=NC(N)=NC23CCCC3)c(C)c1	-4.6	-3.2	-1.6	1.1	-5.2	-9.0	23.0	-10.6	0.4	4.6
Cc1cc(C)cc(NCc2cc(=O)oc3cc(C)c(O)cc23)c1	18.7	-5.4	-0.1	3.0	-2.8	-6.1	?	-0.7	-0.8	-18.7
C=CCN(c1ccccc1)S(=O)(=O)c1cccc(C(=O)NCC2CCCO2)c1 (stereo not drawn)	-11.4	-5.8	-0.8	2.4	-2.6	8.6	8.8	-6.0	-2.6	11.4
Cc1sc2ncnc(N/N=C/c3ccccc3O)c2c1C	116.4*	-15.3	nt	4.6	-18.4	-1.4	7.0	15.0	1.2	-116.4
CCNc1cc(Nc2c(C)n(C)n(-c3ccccc3)c2=O)c([N+](=O)[O-])c2nonc12	-41.2	nt	-0.1	2.2	-3.7	-1.1	-1.0	-11.1	-0.1	41.2
CC(=O)Nc1ccc(N(C(=O)c2ccco2)C(C(=O)NC2CCCCC2)c2ccccc2)cc1 (stereo not drawn)	13.4	-3.6	1.5	8.6	-2.8	-5.4	0.6	-14.5	0.3	-13.4
CC1CCN(c2ccc(-c3cccc(NC(=O)c4ccco4)c3)nn2)CC1	9.3	36.7	-1.4	3.5	-8.7	-5.6	9.1	-9.9	0.0	-9.3
CCc1nc2ccccc2c(C(=O)OCC(=O)N(C)Cc2ccccc2)c1C	4.6	8.3	-3.4	6.4	2.1	-17.6	8.7	-22.3	-1.0	-4.6
Cc1cc(C2=NNC(=NCCc3ccccc3)SC2)c(C)n1CC1CCCO1 (stereo not drawn)	25.4	44.7	-5.6	4.8	3.5	7.0	-1.0	-17.9	1.5	-25.4
O=C(Cn1cnc2ccccc2c1=O)NNC(=O)c1cccc([N+](=O)[O-])c1	-6.4	-4.4	3.3	4.6	4.7	-0.8	6.3	-12.3	0.8	6.4
C#CCNC(=O)C1=C[C@@H](c2ccc3c(c2)OCO3)C[C@@H](OCCCCO)O1	-4.7	2.2	0.5	2.1	-2.8	-3.5	15.9	-4.6	0.1	4.7
CC(C)(C)C(=O)Nc1ccnn1C1CCN(C(=O)c2ccc(Cl)cc2F)CC1	-10.3	1.0	2.3	1.2	-6.9	1.4	0.2	-6.3	2.1	10.3
COc1ccccc1CNC(=O)C(=O)NCC1OCCCN1S(=O)(=O)c1cccs1 (stereo not drawn)	-5.9	9.9	18.8	5.4	-4.9	-8.2	-17.3	-14.4	0.5	5.9
CC(=O)c1c(C)n(-c2cccc(Cl)c2)c2ccc(O)cc12	38.7	-4.3	-2.0	4.0	-6.5	-7.1	-10.6	4.1	7.4	-38.7
Cc1cc(C)n(-c2ccc3nnc(C)n3n2)n1	1.8	3.1	-2.9	5.0	0.6	-2.0	3.1	-4.2	0.3	-1.8
CCC(=O)c1ccc(OC(=O)C2CCN(C3=NS(=O)(=O)c4ccccc43)CC2)cc1	-16.8	1.1	0.1	-4.1	-3.4	-4.6	-3.1	1.8	0.6	16.8
COc1ccc(S(=O)(=O)N(C)C[C@@H]2Oc3ccc(NS(C)(=O)=O)cc3C(=O)N([C@@H](C)CO)C[C@H]2C)cc1	-3.1	-6.8	-4.7	3.8	-9.6	-4.0	11.8	9.6	0.5	0.9
O=C(Nc1ccnn1C1CCN(Cc2ccc(CO)o2)CC1)c1ccccc1Cl	-2.0	3.1	-0.1	-1.5	-1.0	-0.4	-19.5	-4.3	0.8	2.0
CC(=O)c1ccccc1OCC(O)CN1CCN(c2ccccn2)CC1 (stereo not drawn)	-13.8	-3.3	-0.6	7.3	-1.3	-7.5	nt	5.7	-0.9	13.8
CC(=O)Oc1cc(C(=O)OCC(=O)NC23CC4CC(CC(C4)C2)C3)cc(OC(C)=O)c1OC(C)=O	-13.2	2.5	-3.0	-2.4	-1.4	-7.2	3.2	-8.5	0.2	13.2
COc1cc(NS(=O)(=O)c2ccc(F)cc2)c(C(=O)O)cc1OC	-5.9	-11.5	nt	1.8	0.8	-3.6	nt	-5.0	0.3	5.9
COc1ccc(-c2oc(=O)c3cc(OC)c(OC)cc3c2C#C[C@]2(O)CC[C@H]3[C@@H]4CCc5cc(OC)ccc5[C@H]4CC[C@@]32C)cc1	-5.5	5.5	-6.3	-0.1	4.7	5.5	-9.1	-12.3	-1.5	5.5
O=C(NN1C(=O)C2C3C=CC(O3)C2C1=O)c1cccc(Br)c1 (stereo not drawn)	-11.3	-2.2	0.8	-1.0	-0.3	3.8	-2.0	-19.1	-1.1	11.3
COCC(C)n1c(SCC(=O)NC(=O)NC2CCCC2)nc2ccccc2c1=O (stereo not drawn)	-17.7	-36.9	6.6	3.4	-3.6	-6.5	2.6	-3.7	0.8	17.7
Cc1ccc(C(=O)OCC(=O)c2ccccc2)cc1	-13.7	64.0	36.2*	-8.5	-5.5	-3.1	6.1	-0.2	0.4	13.7
COc1ccccc1NC(=O)C(C)NC(c1ccccc1)c1ccccc1 (stereo not drawn)	6.4	-7.3	-0.7	2.0	1.1	-1.4	-4.1	-13.5	0.9	-6.4
Cc1cccc(NC(=O)CCC2CCN(Cc3nccs3)CC2)c1	-8.5	4.3	2.0	3.6	-1.9	2.5	-0.2	4.7	-0.5	8.5
COc1ccc(C(CNC(=O)c2ccc(Cl)s2)N2CCOCC2)cc1 (stereo not drawn)	2.1	4.4	1.5	-6.3	-4.7	-8.6	2.4	-7.6	0.3	-2.1
Nc1nc(C2CC2)c(Sc2sc(N)nc2C2CC2)s1	-11.4	-12.2	nt	-5.2	0.6	-8.8	-12.7	-12.9	1.9	11.4
Later entries.
SMILES	SR-BI HDL uptake	MITF TRPM1 HTS	Wnt act	HTR5A ag ctr	RTF Ca sens act	dFosB act	Rtt109 HAT inh	PvdQ acylase	CDK5 inh	SR-BI uptake up
O=C(CN1CCN(CC(=O)Nc2ccc(-c3ccccc3)cc2)CC1)Nc1ccc(F)cc1	nt	-0.5	2.8	-0.9	-4.2	-5.6	3.1	-10.2	0.3	nt
CSc1nnc(CNC(=O)C23CC4CC(CC(C4)C2)C3)n1Cc1ccccc1	2.2	-4.9	0.9	0.9	1.3	-15.1	-0.5	-5.5	-0.7	-2.2
Cc1ccc(NC(=O)c2ccc3c(=O)n4c(nc3c2)CCC4)cc1S(=O)(=O)N(C)C	75.0*	-0.7	0.5	0.8	-2.3	-16.0	4.4	-0.4	0.6	-75.0
COc1ccccc1OCCNC(=O)C(CCSC)NC(=O)COc1ccccc1 (stereo not drawn)	-7.6	-5.7	-4.9	-2.3	-3.0	-0.6	-11.9	-18.3	1.9	7.6
